# UPR CHOP act = apoptotic UPR (CHOP) activation | activation, % at 10 µM | AID 449763 | CHO-CHOP luciferase reporter, luminescence; percent of tunicamycin response over DMSO baseline | hit rate 0.34% among 330,000;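 active means at 10 µM dose, activation of 40% or more, normalized to positive control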;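 further: 100% = tunicamycin at 10 µg/mL and 0% = DMSO alone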
#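 measured by = luciferase luminescence | assay system = CHO-CHOP cells, stable luciferase reporter of PERK-eIF2a-CHOP signalling | amount = 500 reporter cells seeded per well | timing = 6 h compound exposure at 37 °C after overnight seeding | controls = positive tunicamycin 10 µg/mL, negative DMSO alone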
# Mdm2 MdmX PPI = disrupts the human Mdm2-MdmX interaction; O15151+Q00987; inhibition, % at 8 µM; hit rate 3% among 330,000; AID 485346; SaOS-2 split-luciferase Mdm2/MdmX complementation, luminescence;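 active means inhibition of at least 50% at 8 µM in the primary screen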
# Target sequence (O15151 whole entry, looked up): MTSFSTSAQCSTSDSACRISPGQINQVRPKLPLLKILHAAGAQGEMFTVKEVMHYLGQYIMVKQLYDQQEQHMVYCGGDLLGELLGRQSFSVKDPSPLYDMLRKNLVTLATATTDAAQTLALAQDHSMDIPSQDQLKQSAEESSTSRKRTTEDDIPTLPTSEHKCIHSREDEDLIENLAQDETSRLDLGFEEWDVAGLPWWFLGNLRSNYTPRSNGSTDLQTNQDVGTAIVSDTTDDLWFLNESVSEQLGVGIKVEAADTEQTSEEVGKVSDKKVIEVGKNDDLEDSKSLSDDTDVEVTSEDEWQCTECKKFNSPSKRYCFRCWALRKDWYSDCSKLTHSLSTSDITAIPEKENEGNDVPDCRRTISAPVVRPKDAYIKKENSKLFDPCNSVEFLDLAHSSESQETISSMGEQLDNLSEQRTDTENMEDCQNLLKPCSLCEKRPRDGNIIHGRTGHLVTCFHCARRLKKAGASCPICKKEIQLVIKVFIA
# Target sequence (Q00987 whole entry, looked up): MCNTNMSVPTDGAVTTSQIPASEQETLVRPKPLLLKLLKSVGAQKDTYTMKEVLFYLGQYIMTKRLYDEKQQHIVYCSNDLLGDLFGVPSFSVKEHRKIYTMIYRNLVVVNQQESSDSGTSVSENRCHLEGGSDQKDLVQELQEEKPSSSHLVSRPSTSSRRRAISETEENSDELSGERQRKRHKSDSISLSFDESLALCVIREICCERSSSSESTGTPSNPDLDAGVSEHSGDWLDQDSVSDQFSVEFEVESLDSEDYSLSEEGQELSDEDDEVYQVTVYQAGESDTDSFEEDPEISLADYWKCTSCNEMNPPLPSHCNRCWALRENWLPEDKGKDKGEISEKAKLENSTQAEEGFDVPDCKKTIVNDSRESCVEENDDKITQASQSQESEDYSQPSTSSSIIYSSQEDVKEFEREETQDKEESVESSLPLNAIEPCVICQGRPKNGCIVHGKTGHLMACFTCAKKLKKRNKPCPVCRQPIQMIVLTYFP
# NR3A LBD binder = NR3A (human) ligand-binding domain modulation | NR3A LBD differential scanning fluorimetry, Tm shift; 0% = protein alone, 100% = glycine-bound protein | Tm shift relative to glycine control, % at 25 µM | hit rate 2.5% among 340,000 | AID 1259313;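 active means melting temperature shift of at least 10% of the positive control shift, at one fixed dose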
# tim23-1 inh = inhibits growth of tim23-1 mutant yeast | S. cerevisiae tim23-1 growth, BacTiter-Glo luminescence, 24 h | inhibition, % at 20 µM | hit rate 1.3% among 330,000;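 active means growth inhibition of the mutant yeast at or above 50%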;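 further: temperature-sensitive mutant grown at 25 °C; plate controls were DMSO-treated mutant yeast for no effect and medium wells lacking yeast for full effect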
# tim10-1 inh = growth inhibitors of tim10-1 mutant yeast. S. cerevisiae tim10-1 ts strain growth, BacTiter-Glo, 24 h. inhibition, % at 20 µM. hit rate 2.2% among 330,000. AID 463190;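 active means inhibition of at least 40%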;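 further: mutant grown at 25 °C; 0% = DMSO wells with yeast and 100% = wells holding no yeast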
# TIM10 inh = growth inhibitors of TIM10 yeast strain | S. cerevisiae TIM10 strain growth, BacTiter-Glo luminescence, 24 h | inhibition, % at 10 µM | hit rate 1.4% among 330,000;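 active means inhibition of 40% or more at the single tested concentration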;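 further: wild-type TIM10 isogenic control strain grown at permissive 25 °C; 0% = DMSO yeast wells and 100% = minimal medium wells without yeast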
# APJ agonist = activates the human apelin receptor APJ. AID 2520. CHO-K1 APJ PathHunter beta-arrestin, luminescence; 0% DMSO wells, 100% apelin. P35414. activation, % at 20 µM. hit rate 0.11% among 330,000;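 active means activation more than six SD over the plate average, tested at 20 µM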;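 further: 0% = DMSO alone and 100% = apelin-13 at 10 nM; some results filed as inactive read as strong as hits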
#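 assay system = CHO-K1 APJ beta-arrestin complementation cell line | input = cell density 1000 per well | dosing = compound 20 µM once, DMSO 1% | timing = compound 90 min 25 °C, reagent 1 h | measured by = luminescence from split beta-galactosidase complementation, Galacton Star/Emerald II substrate | read-out basis = APJ agonist activity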
# NALP3 yeast inh = blocks the NALP3 inflammasome reconstituted in yeast. Yeast reconstituted NLRP3/ASC/caspase-1, beta-gal luminescence, 24 h. inhibition, % at 10 µM. hit rate 0.39% among 330,000. AID 2825;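 active means inhibition of 50% or more; inactive means inhibition below 50%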;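 further: plate controls were induced DMSO wells for no effect and uninduced yeast grown without galactose for full effect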
# UPR XBP1 act = activators of adaptive arm of unfolded protein response (XBP1). CHO-XBP1 luciferase reporter, IRE1-XBP1 UPR activation, luminescence; percent of tunicamycin response, DMSO as zero. activation, % at 20 µM. hit rate 0.33% among 330,000. AID 463104;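 active means versus positive control, 20 µM dose yields 30% or more activation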;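 further: 100% = tunicamycin at 10 µg/mL and 0% = DMSO only wells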
#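 Material: CHO cell line with stable XBP1 luciferase reporter; buffer or medium: F12 medium containing 10% fetal bovine serum; compound: single point, 20 µM final compound, 1% DMSO; incubation: 6 h treatment, 37 °C; measured by: glow luminescence from Steady-Glo reagent; evaluation: activation, % of tunicamycin; control set: tunicamycin high, DMSO low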
# An asterisk follows results filed as active.
SMILES,UPR CHOP act,Mdm2 MdmX PPI,NR3A LBD binder,tim23-1 inh,tim10-1 inh,TIM10 inh,APJ agonist,NALP3 yeast inh,UPR XBP1 act
Cc1ccccc1CC1(CO)CCCN(C(=O)CCCN2CCCCC2=O)C1 (stereo unspecified),-0.6,-3,-4,23,0,-1,-2,3,0
Cc1cccc(Cn2c(C(=O)OC(C)C)cc3c2ccn3C)c1,-0.9,-12,2,-11,26,14,-3,15,0
COc1ccc(CCNC(=O)CC2SC(=Nc3cc(C)cc(C)c3)NC2=O)cc1OC (stereo unspecified),-1.4,10,-1,-17,15,-19,-1,-4,-3
CC1=CC(=C(C#N)C#N)C=C(C)N1CCN1CCN(C(=O)Nc2cccc(Cl)c2)CC1,0.5,19,-4,-12,14,-1,-4,17,-1
O=C(CN1C(=O)NC2(CCCc3ccccc32)C1=O)c1ccc(F)c(F)c1 (stereo unspecified),1.3,13,3,11,2,-5,-2,7,-4
O=C1/C(=C\c2ccncc2)CCc2ccccc21,1.1,29,2,72*,65*,60*,7,21,0
CCOC(=O)N1CCC(N2CCN(Cc3ccc(F)c(F)c3)C(CCO)C2)CC1 (stereo unspecified),0.1,3,3,6,3,2,-1,0,-2
COc1cc2nc(COc3ccc(C#N)cc3)n(CC#N)c(=O)c2cc1OC,1.8,19,2,4,-6,1,-2,1,-5
CCC1(C)Cc2c(sc3nnn(CC(=O)Nc4cccc5ccccc45)c(=O)c23)CO1 (stereo unspecified),-0.3,22,-4,12,23,5,-4,14,-2
CCOc1ccc2nc(COC(=O)c3cccc([N+](=O)[O-])c3)c(C(C)=O)[n+]([O-])c2c1,1.4,11,1,23,-2,2,-1,21,-3
Cc1cc(C)cc(NC(=O)CSc2nnc(Cc3cccn3C)n2-c2ccc(F)cc2)c1,-0.5,-4,-3,16,22,-4,-2,10,-4
COc1cc(C(CCN2CCCC2)c2c(OC)cc(OC)c3c(-c4ccccc4)cc(=O)oc23)cc(OC)c1OC (stereo unspecified),3.5,78*,0,16,-4,-4,-2,3,8
CC(C)COc1ccc(C(=S)N2CCCC2)cc1,-0.4,-12,-1,5,9,-11,-5,27,1
CC1CN(C(=O)C(Sc2ccccc2)c2ccccc2)CC(C)O1 (stereo unspecified),1.6,-1,0,20,14,17,-4,-6,-1
CC1CCC2C(=O)N(c3cc(Cl)ccc3OC(=O)c3ccco3)C(=O)C2C1 (stereo unspecified),0.8,-2,1,41,41*,15,-1,3,-4

# Next part, overlapping the part above by 2 compounds.
SMILES,UPR CHOP act,Mdm2 MdmX PPI,NR3A LBD binder,tim23-1 inh,tim10-1 inh,TIM10 inh,APJ agonist,NALP3 yeast inh,UPR XBP1 act
CC1CN(C(=O)C(Sc2ccccc2)c2ccccc2)CC(C)O1 (stereo unspecified),1.6,-1,0,20,14,17,-4,-6,-1
CC1CCC2C(=O)N(c3cc(Cl)ccc3OC(=O)c3ccco3)C(=O)C2C1 (stereo unspecified),0.8,-2,1,41,41*,15,-1,3,-4
Nn1c(SCC(=O)N2CCOCC2)nnc1C1CC1,0.5,-2,1,14,-18,-8,-2,3,-1
N#CCCN1CCCN(CCC#N)CCN(CCC#N)CCCN(CCC#N)CC1,0.1,11,1,4,1,-25,-3,1,1
NC(=O)C1CCCN(C(=S)Nc2ccccc2)C1 (stereo unspecified),-2.2,17,-4,4,-9,2,0,23,-2
O=C(/C=C/c1c(Cl)cccc1Cl)N1CCOCC1,2.2,12,-3,-1,-6,-7,-2,12,-3
Cc1ccc(CN2CCN(Cc3cccn3-c3ccc(Cl)cn3)CC2CCO)o1 (stereo unspecified),-1.4,14,0,0,12,0,-3,9,-1
CCOC(=O)N1CCN(c2ccc(C(=O)c3ccccc3)cc2F)CC1,8.9,-9,-2,24,12,10,1,26,4
O=C(Nc1ccc(C(F)(F)F)cc1)C1CCN(S(=O)(=O)c2ccc(N3CCCC3=O)cc2)CC1,7.0,35,1,-1,-7,-11,-1,3,-8
O=c1oc2ccccc2n1CCCCCn1c(=O)oc2ccccc21,-1.5,13,2,-10,0,-43,-5,24,1
Cc1noc(C)c1COC(=O)c1cc(=O)[nH]c2ccccc12,0.3,15,0,-12,4,6,0,15,2
COc1cccc(/C=N/NC(=O)C(C)n2nnc3ccccc32)c1 (stereo unspecified),-0.1,-9,-1,4,13,9,1,4,-1
Cc1ccc([C@@H]2CC=C(C(=O)O)[C@H](c3cccc(Cl)c3)N2S(=O)(=O)c2ccccc2C)cc1,1.0,-1,0,32,21,7,-2,-16,-1
COc1ccc(CN2C(=O)c3cccnc3C2Nc2cc(Cl)c(OC)cc2OC)cc1 (stereo unspecified),2.6,15,1,25,20,21,3,18,0
COc1ccc(CNn2cnnc2)c(O)c1,1.2,15,2,-5,-3,9,-3,13,-2
CCN1CCN(C(=O)CN(Cc2ccccc2)S(C)(=O)=O)CC1,-0.9,2,1,7,4,0,0,-2,-2
Cc1nc(SCc2ccccc2F)c2oc3ccccc3c2n1,4.0,47,6,-8,4,10,-3,13,5
CC(C)c1ccc(C2N3CC4([N+](=O)[O-])CN2CC([N+](=O)[O-])(C3)C4(C)C)cc1 (stereo unspecified),-2.0,-20,5,10,0,10,2,-10,1
CCCCC(=O)N(c1ccc(C(=O)O)cc1)c1nc(-c2ccc(Cl)cc2)c(CC)s1,-2.6,4,5,5,0,4,-1,14,-5
COc1ccc(CNC(=O)C2=CC(c3ccc(OC)c(OC)c3)=NS(=O)(=O)N2C)cc1,-1.1,-33,0,4,-4,-10,-2,25,-3
CCC1(C)Cc2c(sc3nc(SC)n(Cc4ccccc4)c(=O)c23)CO1 (stereo unspecified),2.4,-54,1,20,-6,8,-5,-11,-2
CCOC(=O)c1cnc2c(c(C)nn2C)c1Oc1ccc(Cl)cc1,-2.0,-2,1,13,16,5,-4,16,-1
COc1cc2cc(CN(CCN3CCCC3)C(=O)Nc3ccccc3Cl)c(=O)[nH]c2cc1OC,1.0,27,-1,8,5,2,-2,-1,-3
C/C(=N/NC(=O)c1ccco1)c1cccc(NC(=O)c2ccc(C)s2)c1,6.2,7,3,-3,-10,-1,-1,5,4
O=S(=O)(O)c1nc2ccccc2n1Cc1ccc(Cl)cc1,3.7,20,2,16,18,13,-3,8,-1
CC1CCCC(NC(=O)C2CCN(S(=O)(=O)N3CCOCC3)CC2)C1C (stereo unspecified),2.3,-16,1,-9,8,7,-3,13,0
C/C(=N\NC(=O)C1CC1)c1cccnc1,3.7,3,-6,-2,2,0,2,11,-4
CCC/C(O)=C1\C(=O)CCCC1=NCCc1c(C)[nH]c2ccc(OC)cc12,-1.4,-6,0,11,21,14,1,2,-3
CCC(=O)c1ccc(OC(=O)c2cccs2)cc1,0.9,14,0,7,18,4,-6,-8,1
Cc1ccc(-c2csc3ncn(CC(=O)O)c(=O)c23)cc1C,1.9,-3,7,-9,-14,-4,-3,13,-3
CN(C)CCN(Cc1ccccc1)C(=O)[C@H](Cc1ccccc1)N1C(=O)c2ccccc2C1=O,0.8,-17,-2,24,19,-3,0,29,-2
CC(NC(=S)NC1CCCCC1)C(c1ccccc1)N1CCOCC1 (stereo unspecified),-2.0,-8,-2,19,30,15,-1,-2,-3
Cc1c(C)n(Cc2ccccc2)c2ccc(C(=O)OCCCN(C)C)cc12,5.1,39,-5,2,36,29,0,21,1
O=C(Cn1nc(-c2ccccc2Cl)ccc1=O)Nc1ccc(Br)cc1,-1.0,19,0,-18,-15,29,-3,17,-2
COc1cc(/C=C/C(=O)N2CCCc3ccccc32)cc(OC)c1OC,-2.8,27,-4,44,21,22,1,-12,6
COc1ccc(NC(=O)CNC(=O)Cc2cccc3ccccc23)c(OC)c1,-0.9,24,1,21,8,2,-1,7,-1
CC(C)(Oc1ccc(Cl)cc1)C(=O)O/N=C(\N)c1ccncc1,0.0,3,1,3,47*,5,4,31,4
O=C(Cc1ccccc1)c1ccc(Cl)cc1,1.6,1,0,-9,5,-8,-2,-7,0
COc1cccc(CNC(=O)CSc2nc(=O)n(Cc3ccncc3)c3c2CCC3)c1,-0.9,8,1,9,4,12,-4,9,-1
CCC(=O)N1CCc2cc(S(=O)(=O)CCC(=O)Nc3ccc(OC)cc3)ccc21,-0.3,7,2,-18,-17,-10,5,10,-1
CCCCCC1=NN2C(=O)CC(=O)N=C2S1,1.1,3,-1,5,-22,9,0,8,0
CC(CNC(=O)c1cc(COc2c(F)cccc2F)on1)c1ccccc1 (stereo unspecified),0.6,16,-5,16,17,12,-6,26,1
COc1cccc(NC(=O)c2ccccc2Oc2ccccc2)c1,0.8,-4,0,26,10,12,-4,-2,-2
CC(=O)N/C(=C\c1ccccc1)C(=O)OC(C)C(=O)c1ccccc1 (stereo unspecified),1.7,-21,0,-11,-6,3,-6,11,1
CCOc1ccc2nc(NCCO)[nH]c2c1,2.4,-46,2,7,16,0,3,8,-1
COc1ccccc1NS(=O)(=O)c1ccc(C(=O)NCC2(N(C)C)CCCCC2)cc1,1.1,16,2,-3,-12,-6,-2,24,1
Cc1cnc(C(=O)OCC(=O)Nc2cc(S(=O)(=O)N3CCOCC3)ccc2Cl)cn1,0.5,8,-1,17,13,-1,-2,5,0
COc1ccc(CCN(C)C(=O)CNC(=O)c2ccccc2F)cc1OC,-1.7,-23,1,30,3,9,-1,17,1
O=C(NNC(=O)c1ccccc1C(F)(F)F)c1csc(N2CCOCC2)n1,0.7,6,10,-10,-13,10,-1,7,-3
O=C(c1sc2ccccc2c1Cl)N(Cc1ccccc1)C1CCS(=O)(=O)C1 (stereo unspecified),-0.7,-9,0,24,23,30,-3,-8,0
CCCn1c(N)c(N(CCOC)C(=O)Cc2ccc(S(=O)(=O)N3CCOCC3)s2)c(=O)[nH]c1=O,-0.2,7,-1,-6,-11,-12,0,-8,-1
CCOC(=O)[C@H]1[C@H]2COc3ccc(Cl)cc3[C@@H]2N2C(=O)CN(Cc3ccc(C)cc3)C(=O)[C@@]12C,2.6,-4,-1,33,17,9,-2,12,-2
CCN1CCN(C(CNS(=O)(=O)c2ccc(C)cc2)c2cccnc2)CC1 (stereo unspecified),0.3,4,4,-9,-1,0,-7,17,-3
O=C(c1cc(COc2ccc(F)cc2F)on1)N1CCSCC1,6.0,-72,1,-11,13,12,-2,7,3
CCCCCNC(=O)CCCCn1c(=O)[nH]c2cc(OCC)c(OCC)cc2c1=O,-1.3,30,-1,-1,4,-13,2,-5,-1

# 4 of the compounds above, with tabs.
smiles	UPR CHOP act	Mdm2 MdmX PPI	NR3A LBD binder	tim23-1 inh	tim10-1 inh	TIM10 inh	APJ agonist	NALP3 yeast inh	UPR XBP1 act
COc1ccc(CCN(C)C(=O)CNC(=O)c2ccccc2F)cc1OC	-1.7	-23	1	30	3	9	-1	17	1
CCN1CCN(C(CNS(=O)(=O)c2ccc(C)cc2)c2cccnc2)CC1 (stereo unspecified)	0.3	4	4	-9	-1	0	-7	17	-3
CCCn1c(N)c(N(CCOC)C(=O)Cc2ccc(S(=O)(=O)N3CCOCC3)s2)c(=O)[nH]c1=O	-0.2	7	-1	-6	-11	-12	0	-8	-1
CCCCCNC(=O)CCCCn1c(=O)[nH]c2cc(OCC)c(OCC)cc2c1=O	-1.3	30	-1	-1	4	-13	2	-5	-1
